HEK293 tox: qHTS of GLP-1 Receptor Inverse Agonists: Cytotox Screen; HEK293 cAMP-luciferase reporter cells, luminescence, 24 h; Potency, µM (titrated, usually from 38.3 µM), for the others: at the top dose activity change, negative = inhibition, actives largely listed as inhibitors; 0.13% of 410,000 active;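 also: loss of luciferase light is scored as toxicity; % is scaled to controls: 0 for no effect and ±100 for the full control effect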
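Step one: seed cells (200 cells/uL, DMEM with 10% Nu serum, 1% pen-strep). Step two: 12-hour incubation at 37 deg C. Step three: pin 23 nL compound, incubate 24 hr. Step four: add luciferase reagent, read luminescence 12 min later.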
GLP1R inv ag: qHTS of GLP-1 Receptor Inverse Agonists (Inhibition Mode); Glucagon-like peptide 1 receptor (Homo sapiens), P43220; HEK293 GLP-1R CRE-luciferase, luminescence, 24 h; GLP-1R form is constitutively active; Potency, µM (series often up to 38.3 µM), without a hit: at the top dose activity change, negative = inhibition, usual class: inhibitors; 1.6% of 410,000 active; AID 624417, 2012; also: % is scaled to controls: 0 for no effect and ±100 for the full control effect; nearly all actives have a fitted effect of over 55% in size
Target sequence (P43220 whole entry, looked up): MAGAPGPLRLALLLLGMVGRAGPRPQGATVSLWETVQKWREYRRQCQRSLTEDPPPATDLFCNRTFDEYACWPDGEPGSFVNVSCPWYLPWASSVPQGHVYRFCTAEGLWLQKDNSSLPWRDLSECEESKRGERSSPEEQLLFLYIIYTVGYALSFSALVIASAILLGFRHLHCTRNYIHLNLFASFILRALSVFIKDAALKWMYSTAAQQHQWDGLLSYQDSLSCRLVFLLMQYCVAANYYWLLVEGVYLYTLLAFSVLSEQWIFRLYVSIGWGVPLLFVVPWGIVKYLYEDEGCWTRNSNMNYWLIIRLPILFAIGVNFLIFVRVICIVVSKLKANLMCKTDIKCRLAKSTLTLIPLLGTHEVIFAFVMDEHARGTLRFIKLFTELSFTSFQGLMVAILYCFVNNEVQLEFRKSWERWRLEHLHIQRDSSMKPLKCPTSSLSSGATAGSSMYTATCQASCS
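Inverse agonists were sought by their lowering of basal cAMP reporter luciferase output in HEK293 cells stably carrying constitutively active human GLP-1R, after 24 h compound treatment.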
KB-V1 cytotox: qHTS assay for MDR1-selective chemotherapeutics: Primary screen using the drug-selected MDR subline cells KB-V1; KB-V1 MDR cells viability, CellTiter-Glo, 72 h; Potency, µM (highest dose often 46.1 µM), for the others: top-dose activity change, negative = cytotoxicity, most hits filed as cytotoxic; 3.4% of 400,000 active; also: % is scaled to controls: 0 for no effect and ±100 for the full control effect; nearly all actives have a fitted effect of over 60% in size
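Potencies derive from concentration-effect curves fitted to normalized luminescence (CellTiter-Glo) of KB-V1 cells treated for 72 h at 37 degrees C in phenol-red-free DMEM containing 10% FBS.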
KB-3-1 cytotox: qHTS assay for MDR1-selective chemotherapeutics: Primary screen using the parental adenocarcinoma cell KB-3-1. Potency, µM (series often up to 46.1 µM), for inactives: top-dose activity change, negative = cytotoxic, hits mostly cytotoxic. 1.4% of 400,000 active. AID 1347075, 2019. KB-3-1 viability, CellTiter-Glo ATP luminescence, 72 h; also: % is scaled to controls: 0 for no effect and ±100 for the full control effect; nearly all actives have a fitted effect of over 60% in size
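KB-3-1 parental drug-naive adenocarcinoma cells in DMEM/10% FBS, incubated 72 h at 37 C with pin-transferred compounds across a concentration series. Viability by CellTiter-Glo luminescence; concentration-response curves fitted after normalization.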
TDP-43 yeast inh: qHTS of TDP-43 Inhibitors; TDP-43 expressing yeast growth rescue, BacTiter-Glo, 24 h; Potency, µM (top dose mostly 46.1 µM), for the others: top-dose growth rescue (activation), actives largely listed as activators; 1.8% of 410,000 active; AID 652104, 2013; also: % of control where 0% means no effect; nearly all actives have a fitted effect of over 50% in size
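Cell-based yeast growth screen: TDP-43 expression induced in galactose, inoculum OD600=0.02 after raffinose pregrowth to mid-log. Read-out BacTiter-Glo luminescence at 24 hr, 30 deg C; inhibition of toxicity seen as signal increase.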
HT1080NT lethal: qHTS for induction of synthetic lethality in tumor cells producing 2HG: qHTS for the HT-1080-NT fibrosarcoma cell line; AID 686970, 2013; Potency, µM (doses to about 46.1 µM), for inactives: at the top dose activity, negative = less viability, actives largely listed as cytotoxic; HT-1080-NT fibrosarcoma viability, CellTiter-Glo ATP luminescence, 48 h; 1.6% of 360,000 active;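 also: NT is the 2HG producing partner of a matched IDH1 knockdown line; 0% = DMSO-treated cells and -100% = media-only wells without cells; nearly all actives have a fitted effect of over 55% in size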
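750 cells/well, RPMI + 5% FBS; 2 h settle, compound pin-transfer, 48 h at 37 degrees C. CellTiter-Glo 10 min RT, luminescence. Normalized to DMSO and media-only wells.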
SW480 rereplic: A quantitative high throughput screen for small molecules that induce DNA re-replication in SW480 colon adenocarcinoma cells. SW480 DNA re-replication, Hoechst DNA content imaging, 48 h. Potency, µM (highest dose often 46.1 µM), for inactives: at the top dose re-replication activation, hits mostly activators. 1.8% of 340,000 active; also: % of control where 0% means no effect; nearly all actives have a fitted effect of over 55% in size
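250 cells/well; 23 nL cpd via pin tool; 48 hr, 37 C, 5% CO2; Hoechst 40 min; imager read of total nuclear intensity, ex 405/em 500-530 nm.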
GLP1R ag: qHTS of GLP-1 Receptor Agonists; Glucagon-like peptide 1 receptor (Homo sapiens), P43220; HEK293 GLP-1R CRE-luciferase, luminescence, 4-6 h; cells express a hypersensitive GLP-1R form; Potency, µM (top dose mostly 45.6 µM), inactives show top-dose activation, hits mostly activators; 0.007% of 380,000 active; AID 624172, 2012; also: % of control where 0% means no effect
HT1080 IDH1KD tx: qHTS for induction of synthetic lethality in tumor cells producing 2HG: qHTS for the HT-1080-IDH1KD cell line; 2% of 360,000 active; HT-1080 IDH1 knockdown viability, ATP luminescence, 48 h; Potency, µM (series often up to 46.1 µM), for the others: at the top dose activity, negative = toxicity, most hits filed as cytotoxic;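 also: 0% = DMSO wells and -100% = cell-free medium wells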
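After a 2 h attachment period, IDH1KD HT-1080 cells took pin-transferred compound for 48 h at 37 °C; ATP-based luminescence after 10 min room-temperature reagent incubation reported viability.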
* marks the source's active call; other numbers are inactive results; ? = inconclusive; nt = no result given; [ ] = another dose, or the depositor's remark. Calls follow the shape of the dose curve; as a rule, active = well fitted curve in the direction sought with a large enough effect; inconclusive = small, poorly fitted or top-dose-only effect, or another doubt; inactive = no such curve, though single readings can be large; an effect the other way counts as inactive or inconclusive. Potency is read from the fitted curve at half-maximal effect. The order is random; about 9.4% have a hit in one of these screens.

SMILES	HEK293 tox	GLP1R inv ag	KB-V1 cytotox	KB-3-1 cytotox	TDP-43 yeast inh	HT1080NT lethal	SW480 rereplic	GLP1R ag	HT1080 IDH1KD tx
COCc1c(C(=O)OC)nnn1-c1ccc(C(F)(F)F)cc1[N+](=O)[O-]	14%	11%	0%	16%	15%	18%	-1%	1%	16%
Cc1ccc(CN(C)Cc2cc(=O)oc3cc(C)c(Cl)cc23)cc1	6%	12%	-7%	-11%	-2%	9%	-20%	5%	8%
CCCCNC(=O)C1(C)CCN1C(=O)c1ccccc1Br (stereo not drawn)	6%	27%	7%	0%	14%	17%	nt	4%	4%
c1ccc(CSc2snnc2-c2ccccc2)cc1	4%	0%	?	2%	0%	-3%	3%	8%	8%
Cc1ccc(CSc2nc(=O)c3c(n2C)NC(=O)CC3c2ccc(OC(C)C)cc2)cc1 (stereo not drawn)	2%	14%	-12%	-7%	22%	nt	nt	nt	nt
O=C(NCc1ccco1)c1ccc2snnc2c1	9%	13%	3%	-1%	5%	18%	-3%	11%	5%
Cc1ccc(C(=O)O)cc1NC(=O)Nc1ccc2c(c1)OCO2	-12%	3%	0%	3%	-8%	-2%	3%	0%	-4%
Cc1ccccc1OCCC(=O)OCC(=O)N1c2ccccc2NC(=O)C1(C)C	-9%	19%	9%	7%	0%	-11%	4%	-2%	-1%
C=CCc1cccc2cc(C(=O)N3CCN(C(=O)OCC)CC3)c(=O)oc12	2%	0%	7%	10%	13%	4%	0%	-2%	7%
COc1ccc(NC(=O)c2cccc(NC(=O)c3ccccc3)c2)c(OC)c1	-3%	-7%	?	5%	5%	-2%	2%	1%	-20%
C(=C\c1ccccc1)/C=N/Nc1nc2ccccc2s1	9%	0%	-17%	-3%	7%	-8%	-5%	-11%	?
COc1cccc(C2CC(=O)NC3=C2C(=O)CCC3)c1 (stereo not drawn)	-14%	1%	0%	-2%	-10%	16%	-2%	2%	13%
COc1ccc(NC(=O)N2CCCC2C(=O)Nc2ccc(C)cc2)cc1 (stereo not drawn)	10%	3%	8%	-1%	11%	-3%	-2%	8%	2%
CCNC(=O)c1c(O)c2ccccc2[nH]c1=O	136%[activator]	10µM*	8%	-20%	-27%	?	10%	4%	-1%[9.24 µM]
CCC(=O)N1CCCc2cc(S(=O)(=O)N3CCN(C4CCCCC4)CC3)ccc21	-17%	-11%	?	-2%	4%	-1%	2%[9.22 µM]	-1%	0%
Cc1cccc(NC(=O)c2ncn3c2C(=O)N(C)CC3)c1	-4%	-2%	1%	0%	3%	12%	nt	-6%	5%
CCOc1ccc(-n2c(SCC(=O)Nc3ccc(C(=O)O)cc3)nc3ccccc3c2=O)cc1	-11%	19%	7%	0%	0%	3%	-21%	-1%	-7%
COc1cc(-c2nnc(NC(=O)CS(=O)(=O)c3ccc(F)cc3)o2)cc(OC)c1OC	-5%	21%	29%	5%	-2%	2%	-38%[inhibitor]	-12%	1%
CN(C)c1ccc(C(=O)Nc2c(C(=O)NC(C)(C)C)oc3ccccc23)cc1	0%	4%	0%	2%	15%	nt	nt	nt	nt
COc1cc2ccnc(C=O)c2cc1OC	-15%	12%	1%	?	-7%	-19%	nt	29%	?
COc1ccc(NC(=O)CSc2nnc(Cc3ccccc3)c(=O)n2N)cc1OC	1%	25%	0%	1%	-19%	-12%	88%	7%	1%
CCCCN1Cc2c(nc3cc(-c4ccccc4)[nH]n3c2=O)C1=O	14%	3%	8%	10%	-2%	6%	?	4%	12%
Cc1cc(C(=O)Cn2cnc3cc([N+](=O)[O-])ccc3c2=O)c(C)n1CC1CCCO1 (stereo not drawn)	2%	-18%	?	4%	-45%[inhibitor]	-7%	-5%	10%	0%
CCN(C(=O)COC(=O)c1ccc(O)cc1O)c1c(N)n(Cc2ccccc2)c(=O)[nH]c1=O	6%	9%	3%	7%	-1%	-8%	0%	0%	-2%
Cc1cc(Cl)c(OCCOCCN2CCCCC2)c(Br)c1	9%	?	7%	-3%	6%	11%	10%	1%	8%
O=C(NCCc1ccccc1Cl)C1CCN(c2nc3ccccc3nc2C(F)(F)F)CC1	0%	16%	-13%	5%	-16%	nt	nt	nt	nt
CC(C)c1ccc(C(=O)OCC(=O)NC2CCCC2)cc1	-14%	?	3%	1%	15%	0%	1%	7%	0%
O=C1CC(c2ccc(Cl)cc2)N=C(NC(=O)c2ccccc2)N1 (stereo not drawn)	0%	2%	24%	4%	17%[9.22 µM]	nt	nt	nt	nt
CCOC(CNC(=O)c1ccc(CNC(=O)c2ccc(OC)c(OC)c2)cc1)OCC	9%	17%	0%	17%	1%[9.22 µM]	?	-6%	2%	19%
O=C(Nc1ccc2c(c1)ncn2-c1ccccc1)c1ccco1	-10%	3%	?	-4%	-25%	-7%	-1%	11%	5%
O=C(OCc1ccccc1Cl)c1ccccc1C(=O)c1ccccc1	4%	-3%	?	-8%	-17%	-14%	15%	10%	-25%
CC(C)n1nc(CC(=O)O)c2ccccc2c1=O	1%	10%	-10%	-7%	-3%[9.22 µM]	0%	-8%	0%	-5%
CC1(C)Cc2cccc(OCC(=O)OCC(=O)NCc3ccc(F)cc3)c2O1	-22%	-4%	7%	-5%	18%	-2%	-2%	-13%	4%
O=C(NC(=S)Nc1ccccc1C(=O)O)c1cncc(Br)c1	-5%	1%	26%	9%	-71%[inhibitor]	21%	-127%[inhibitor]	-2%	19%
COc1ccc(N(C)S(=O)(=O)c2ccc3c(c2)CC(C)N3C(=O)C2CC2)c(OC)c1 (stereo not drawn)	-10%	8%	8.2µM*	-16%	-4%	-21%	-2%	17%	-24%
O=C(C[C@H]1C[C@@H]2c3cc(NS(=O)(=O)c4ccccc4)ccc3O[C@@H]2[C@H](CO)O1)NC1CCCC1	-32%	1%	3%	10%	0%	0%	nt	1%	10%
CCOC(=O)N/N=C(\CCC(=O)O)c1cccs1	-15%	7%	2%	1%	7%	4%	-20%	-1%	6%
CCC(C(=O)O)N1C(=O)/C(=C/C(C)=C/c2ccccc2)SC1=S (stereo not drawn)	-17%	-17%	13%	-1%	13%	-7%	-6%	-1%	-13%
CCOC(=O)CNC(=S)N(Cc1ccccc1F)C1CCCCC1	-1%[7.66 µM]	?	?	4%	?	-12%	?	-4%	-5%
CCN(CC)c1ccc(C2CC(=O)NC3=C2C(=O)CC(C)(C)C3)cc1 (stereo not drawn)	-23%	?	?	8%	-1%	1%	-6%	14%	-2%[9.24 µM]
CCN(CC)CCN1C(=O)c2ccccc2NC1c1ccc(N(C)C)cc1 (stereo not drawn)	-9%	?	18%	-2%	-21%	9%	-3%	-15%	9%
Cc1noc(C)c1NC(=O)N(C)C[C@H]1Oc2ccc(NC(=O)Cn3cnnn3)cc2C(=O)N([C@H](C)CO)C[C@@H]1C	-3%	-1%	0%	0%	5%	4%	-1%	-1%	7%
C=Cc1ccc(Cn2c(C(=O)O)c(CNCCc3ccco3)c3ccc(C)cc32)cc1	-3%	-28%	14%	0%	11%	nt	nt	nt	nt
CCOC(=O)[C@]12CCC=C1N(Cc1ccccc1)C(=O)[C@H](CC(=O)NCC1CCCCC1)C2	-6%	?	0%	6%	14%	7%	nt	10%	8%
Cc1cc(OC(C)C)nc(-c2ccccc2O)n1	-11%	4%	-12%	-2%	1%	-1%	0%	8%	-4%
COCCCNC(=O)c1cc2c(-c3ccc(Cl)cc3)nn(C)c2s1	1%	12%	-4%	22%	?	-17%	-2%	7%	-16%
Cc1nc(C)c(C(=O)O)c(-c2cccs2)c1C(=O)O	-11%	11%	5%	18%	1%	13%	-3%	1%	13%
COc1cc(/C=C2/C(=O)ON=C2C)cc(Cl)c1O	-11%	13%	-1%	-18%	6%	23%	-5%	-2%	-14%
O=C1CN(c2nnnn2-c2ccccc2)CCN1	8%	0%	-8%	0%	-14%	1%	?	-1%	-7%
N#CC(c1cccc(C(F)(F)F)c1)(c1ncc(C(F)(F)F)cc1Cl)N1CCOCC1 (stereo not drawn)	2%	-1%	-30%	-5%	-27%	-13%	-5%	-12%	1%
COc1cccc(NC(=O)Cn2cnc3sc(C)c(S(=O)(=O)N4CCCCC4)c3c2=O)c1	-27%	-4%	-1%	2%	-16%	-4%	2%	-6%	4%
COc1cc(NC(=O)CN2C(=O)COc3ccc(S(=O)(=O)N4CCOCC4)cc32)cc(OC)c1	-8%	-8%	0%	-3%	-7%	1%	-12%	6%	-2%
CC(=C/c1ccc(C(C)C)cc1)/C=N/NC(=O)CSc1ccccn1	-10%	?	?	6%	24%	12%	1%	23%	8%
